CAL PDZ FP-1 = CAL PDZ peptide-binding inhibitors, primary screen, biochemical, fluorescence polarization, Cer-tagged CAL PDZ, HTS; purified CAL PDZ, TMR-peptide fluorescence polarization, 1 h; inhibition, % at 20 µM; 330,000 compounds, 0.02% hits; AID 504414, 2011;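 active = highest replicate inhibition of at least 40%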;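 also: plate controls were DMSO neutral control wells for no effect and unlabeled competitor peptide control wells for full effect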
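Material: tagged CAL PDZ domain; buffer or medium: 25 mM sodium phosphate pH 7.4, 150 mM NaCl, TCEP, IgG, Thesit; compound dosing: single point, 20 µM; schedule: 1 h incubation at room temperature before polarization reading; measured by: FP readout, S and P plane fluorescence; read-out basis: percent inhibition from loss of millipolarization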
NSD2 HMT inh = NSD2 histone methyltransferase inhibitors, primary screen, biochemical, AlphaScreen, single concentration, set 2; Histone-lysine N-methyltransferase NSD2 (Homo sapiens), O96028; NSD2 peptide methylation, 120 min; AID 743445, 2014; inhibition, % at 12.5 µM; 310,000 compounds, 0.54% hits; in the data active = inhibition above about 50%
CAL PDZ FP-2 = untagged CAL PDZ binding inhibitors, primary screen, biochemical, fluorescence polarization, HTS. Golgi-associated PDZ and coiled-coil motif-containing protein (Homo sapiens), Q9HD26. purified CAL PDZ, TMR-peptide fluorescence polarization, 1 h. inhibition, % at 24.9 µM. 300,000 compounds, 0.92% hits. AID 602252, 2012;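 active = mean inhibition of at least 30% with at least half of replicates also reaching 30%; inconclusive = no clear call, values can overlap the other calls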;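 also: 0% = DMSO neutral control and 100% = excess unlabeled competitor peptide PRC23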
SR-BI uptake up = activators of SR-BI mediated DiI-HDL uptake, primary screen, ldlA[mSR-BI] CHO cells, DiI fluorescence | activation, % at 12.5 µM | 320,000 compounds, 0.096% hits | 3 h; 100 = double the neutral-control signal;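 active = mean replicate activation of at least 60% and every replicate at or above 60%; inconclusive = mean or all-replicate condition met, but not both; inactive = mean below 60% and not all replicates reaching 60%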;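 also: 0% = median plate neutral-control signal and 100% = twice that signal; values of inactives mirror those of a sister screen read the other way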
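Material – SR-BI-overexpressing, LDLR-lacking CHO cells · Medium – BSA-supplemented, HEPES-buffered Ham's F12, pH 7.4 · Doses – single concentration · Times – compound with DiI-HDL co-incubation, 3 h at 37 °C · Measured by – bottom-read fluorescence, 550/595 nm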
PfHsp90 yeast 2 = growth inhibition of PfHsp90-expressing yeast, primary screen, antimalarial PfHsp90 inhibitor project, S. cerevisiae, BacTiter-Glo luminescence, single point, set 2 | BacTiter-Glo ATP, 48 h; yeast lacking PDR1 and PDR3 efflux regulators | inhibition, % at 9.4 µM | 310,000 compounds, 0.32% hits | AID 504621, 2011;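 active = every replicate shows inhibition above about 80%, whatever the replicate mean, limit read from the data; inconclusive = mean inhibition reaches the set limit but some replicate falls short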;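 also: 0% = DMSO neutral controls and 100% = 20 µM radicicol positive controls; yeast relying on Plasmodium falciparum Hsp90 in place of its own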
PvdQ inh = P. aeruginosa PvdQ acylase inhibitors, primary screen, biochemical, fluorescence, plate reader and imaging, single point; PvdQ acylase [Pseudomonas aeruginosa LESB58]; 340,000 compounds, 0.063% hits; purified PvdQ acylase; inhibition, % at 10 µM; in the data active = inhibition above about 30%, passing the limit was not always enough; inconclusive = no clear call, values can overlap the other calls;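 also: 0% = vehicle neutral wells and 100% = reference inhibitor wells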
Rtt109 HAT inh = inhibitors of C. albicans Rtt109/Vps75 HAT, primary screen, biochemical, ThioGlo CoA-SH fluorescence, plate reader; 330,000 compounds, 0.16% hits; inhibition, % at 34.9 µM; purified Rtt109/Vps75, 4 h;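 active = inhibition of at least 50% in every replicate; inconclusive = best replicate reaches 50% inhibition but some replicates fall short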
MITF act = activators of MITF-driven TRPM1 promoter reporter, primary screen, cell-based, SK-MEL-5, luciferase, single point; SK-MEL-5 TRPM1-promoter luciferase, 24 h; % of positive control, neutral wells = 0; activation, % at 12.5 µM; 300,000 compounds, 0.75% hits; AID 588334, 2011;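 active = mean activation of at least 80% with every replicate also reaching 80%; inconclusive = mean reaches 80% but some replicate falls short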;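 also: 0% = neutral control wells and 100% = parthenolide positive control wells; values of inactives mirror those of a sister screen read the other way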
dFosB act = activators of delta FosB homodimer, primary screen, biochemical, fluorescence polarization, TAMRA-CDK5 oligo, single point | purified delta FosB; percent of positive-control signal above neutral wells | activation, % at 25 µM | 340,000 compounds, 0.99% hits;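 active = mean activation above about 17%, with every replicate also reaching it, limit read from the data, passing the limit was not always enough; inconclusive = only one of the two conditions met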;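 also: fluorescence polarization rise as delta FosB binds a TAMRA Cdk5 AP-1 oligo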
Target sequence (P13346 whole entry, looked up): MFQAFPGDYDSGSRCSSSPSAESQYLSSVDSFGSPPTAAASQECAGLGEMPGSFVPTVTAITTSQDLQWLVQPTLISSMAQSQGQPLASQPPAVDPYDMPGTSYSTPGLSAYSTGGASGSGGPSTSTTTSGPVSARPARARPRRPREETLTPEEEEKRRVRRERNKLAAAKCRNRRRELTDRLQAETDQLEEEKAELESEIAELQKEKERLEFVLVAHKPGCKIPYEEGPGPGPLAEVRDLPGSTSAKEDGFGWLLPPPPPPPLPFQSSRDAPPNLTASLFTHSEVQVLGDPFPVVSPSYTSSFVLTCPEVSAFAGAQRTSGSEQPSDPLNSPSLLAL
SR-BI HDL uptake = inhibitors of SR-BI mediated HDL lipid uptake, primary screen, ldlA[mSR-BI] cells, fluorescence, single point | Scavenger receptor class B member 1 (Mus musculus), Q61009 | ldlA[mSR-BI] CHO cells, DiI-HDL uptake fluorescence, 3 h | inhibition, % at 12.5 µM | 320,000 compounds, 0.96% hits | AID 488896, 2010;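 active = mean replicate inhibition of at least 70% and a set share of replicates each scoring 70 or more; inconclusive = meets just one of the two criteria; inactive = fails both criteria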;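 also: 0% = median of neutral control wells and 100% = median of positive control wells; values of inactives mirror those of a sister screen read the other way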
Target sequence (Q61009 whole entry, looked up): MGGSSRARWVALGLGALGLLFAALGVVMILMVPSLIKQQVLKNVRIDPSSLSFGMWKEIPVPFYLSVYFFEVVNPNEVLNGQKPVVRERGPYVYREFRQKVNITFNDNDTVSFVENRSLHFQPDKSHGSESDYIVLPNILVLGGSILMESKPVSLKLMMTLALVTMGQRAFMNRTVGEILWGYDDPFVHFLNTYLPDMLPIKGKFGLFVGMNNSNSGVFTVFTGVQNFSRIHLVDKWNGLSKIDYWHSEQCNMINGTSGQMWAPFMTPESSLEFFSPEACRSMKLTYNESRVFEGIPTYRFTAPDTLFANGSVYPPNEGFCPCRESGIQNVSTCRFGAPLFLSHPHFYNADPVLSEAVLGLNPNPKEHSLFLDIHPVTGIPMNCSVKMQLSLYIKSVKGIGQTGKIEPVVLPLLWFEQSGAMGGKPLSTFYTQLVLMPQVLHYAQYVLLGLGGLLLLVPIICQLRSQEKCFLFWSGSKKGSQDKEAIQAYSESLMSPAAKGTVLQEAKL
An asterisk follows results filed as active; ? = inconclusive; / = no result given.

SMILES	CAL PDZ FP-1	SR-BI uptake up	dFosB act	PvdQ inh	Rtt109 HAT inh	NSD2 HMT inh	CAL PDZ FP-2	MITF act	PfHsp90 yeast 2	SR-BI HDL uptake
O=C(Nc1ccc(NS(=O)(=O)c2ccccc2)cc1)c1ccccc1	-1.0	-10	?	14	-3	-3	0	7	3	10
c1ccc(CN(CCN2CCOCC2)Cc2ccccc2)cc1	0.8	-6	1	4	-1	-3	-4	10	-22	6
Cn1c(SCC(=O)N2CCOCC2)nc2sc3c(c2c1=O)CCCC3	-0.5	1	-8	-12	-28	0	-1	0	13	-1
CCOC(=O)Cc1csc(NC(=O)CCN2C(=O)c3cccc([N+](=O)[O-])c3C2=O)n1	-2.0	/	-4	-10	-8	1	-4	/	-8	/
COc1ccc(OC)c(Nc2nc(NCCC(C)C)nc(N)c2[N+](=O)[O-])c1	-1.2	-37	-5	-2	1	-1	-7	4	-14	37
COC(=O)CSc1nc(NCc2ccccc2)nc(N(C)C)n1	-2.7	5	-9	11	14	-2	-1	-9	/	-5
O=C(CN1CCc2ccccc2C1)NC1CCCC1	-0.1	23	1	2	5	-2	6	20	0	-23
Cc1cc(Nc2ccc(Cl)cc2)n(-c2cccc(Cl)c2)n1	-1.2	-21	-9	-1	-6	-8	-3	/	/	21
COc1cccc(OCc2cc(C(=O)N(C)CCC3CCCCO3)no2)c1 (stereo unspecified)	-3.2	-10	-6	-10	1	-2	-3	34	-1	10
C=C(C)CSc1nnc2[nH]c(=O)cc(N)n12	-0.5	10	-4	5	-3	0	-2	-6	-14	-10
N/C(=N/OC(=O)c1cccc([N+](=O)[O-])c1)c1cccc([N+](=O)[O-])c1	0.2	-13	15	-19	7	/	0	42	1	13
COc1cc(NS(C)(=O)=O)c(OC)cc1NC(=O)c1cccc(F)c1	-0.6	-17	-1	3	0	0	3	-6	-1	17
CC(C)C[C@@H](C(=O)NCc1ccco1)N1C(=O)N2CCc3c([nH]c4ccccc34)[C@@]2(C)C1=O	0.8	-36	-16	-6	0	/	1	/	15	36
Cc1ccc(NC(=S)c2nc3ccccc3[nH]2)cc1	-0.5	-77	-6	10	-8	3	-7	59	-65	77*
C=CCCC(=O)N1CCC(Oc2cccc(C(=O)NCc3ccccn3)c2)CC1	-2.3	-21	0	-4	9	15	1	-2	-6	21
CC1CCc2cc(F)cc3c(O)c(C(=O)NCC4CCCO4)c(=O)n1c23 (stereo unspecified)	-5.8	-7	-29	-11	5	-1	-6	-1	6	7
CCC(=O)N1N=C(c2ccc(C)cc2)CC1c1ccco1 (stereo unspecified)	-0.9	-20	4	-9	-1	3	-9	19	-1	20
CC(C)c1ccc(/C=C/c2ccc(=O)n(C)n2)cc1	-0.9	3	-2	20	5	2	-2	58	-5	-3
CC(C)N(Cc1nc(-c2ccccc2)no1)C(=O)C(Cl)(Cl)Cl	-0.7	-2	-8	-6	-1	-2	3	2	/	2
O=C(C[C@H]1C/C=C\C[C@H](NC(=O)OCC2c3ccccc3-c3ccccc32)C(=O)OC[C@H]2CCCN2C1=O)NCCO	0.6	-2	-2	10	16	/	2	4	0	2
O=C(NCc1ccccc1)C12CN(Cc3ccccc3)CC1C(c1ccc([N+](=O)[O-])cc1)=NO2 (stereo unspecified)	-1.0	-24	-1	-6	-3	/	-2	11	-11	24
CC1(C)CCC(=O)N2CC[C@H]3C[C@H](OC(=O)Nc4ccc5c(c4)OCO5)C[C@@H]1[C@H]32	0.7	-13	-5	-5	3	/	1	104*	1	13
Cc1ccc(N2CC(C(=O)OCc3ccccc3)CC2=O)cc1 (stereo unspecified)	0.4	10	-2	2	14	-2	-1	-5	-5	-10
CC(C)Cc1nc(SCC(=O)NCC2CCCO2)c2c(=O)n(C)c(=O)n(C)c2n1 (stereo unspecified)	-3.9	5	-2	-14	-7	0	-2	0	-4	-5
C[C@]12CC[C@H](O)CC1=CCC1C2CC[C@@]2(C)C1CCC21OCCO1 (stereo partly specified)	-1.3	21	-4	-16	-3	1	-9	-5	5	-21
Cc1nc(-c2ccccc2)sc1C(N)=O	-0.9	1	-13	-10	-8	-5	-2	23	-22	-1
CO/N=C1\CCn2c1c(C)c1ccccc12	-0.3	4	-5	-13	-5	1	/	/	-1	-4
CC(C)c1onc(C(=O)N2CCCCC2)c1[N+](=O)[O-]	-0.3	29	5	1	1	-2	-1	4	-30	-29
O=C(OCC#Cc1c(COC(=O)c2ccccc2)nnn1Cc1ccccc1)c1ccccc1	-0.5	10	-2	5	-2	/	-4	-5	-11	-10
COc1cccc(NC(=O)COC(=O)c2nc(Cl)ccc2Cl)c1	-1.8	-18	-13	-12	7	1	0	-8	-27	18
O=C(CSC(=S)N1CCSCC1)c1ccccc1	-0.1	-3	-6	9	-6	-6	-6	57	3	3
C#CCN(C#N)c1nc(NCC)nc(NC(C)C)n1	-5.1	-12	-4	-7	4	-1	0	-1	-46	12
COC(=O)c1cc(=O)c2cccc(OC)c2[nH]1	-0.6	8	-1	-20	-24	-1	/	4	-5	-8
CCCS(=O)(=O)c1c(S(=O)(=O)CCC)c2ccccn2c1C(=O)OC	-2.6	/	-9	-2	5	-2	-7	/	22	/
OC(COc1ccc(Cl)cc1Cl)CN1CCc2ccccc2C1 (stereo unspecified)	0.7	8	-13	1	15	2	/	5	13	-8
Cc1cc(NC(=O)CSc2nnc(-c3cccc(F)c3)n2N)no1	-1.7	31	-9	-12	-4	1	-5	1	-3	-31
c1ccc(CCNCCCOc2cccc3ccccc23)cc1	-2.8	19	-4	-5	6	35	-6	/	14	-19
BrC(/C=C\c1ccccc1)=N/Nc1nc(N2CCOCC2)nc(N2CCOCC2)n1	-1.6	-45	-4	8	42	1	1	6	5	45
COc1cc(Cl)ccc1OCc1cc(C(=O)N(C)Cc2cccc3cnccc23)no1	-1.4	-46	-1	-11	-2	29	1	45	-6	46
CC(=O)c1c(C)[nH]c(C(=O)COC(=O)c2cccs2)c1C	-1.3	-19	0	?	-12	-2	-6	75	-6	19
CCC(C)NC(=O)CCS(=O)(=O)c1ccc2c(c1)n(C)c(=O)c(=O)n2C (stereo unspecified)	-0.2	13	0	4	7	/	1	-5	11	-13
Cc1ccc(Nc2nnc(SCC(=O)c3c(N)n(C4CC4)c(=O)[nH]c3=O)s2)cc1C	1.1	-1	-4	-3	-1	-1	/	37	-13	1
COc1ccccc1C(=O)NCCC(=O)NCCc1ccccc1	0.3	5	0	-7	-15	-1	14	25	-6	-5
COCCNC(=O)C(OC(=O)c1cc2oc(C)cc2n1C)C(C)C (stereo unspecified)	-0.3	8	-1	-4	4	-3	4	5	-15	-8
CC12CCC(C(=O)N3CCCc4ccccc43)(OC1=O)C2(C)C (stereo unspecified)	-1.4	9	3	3	-6	/	-8	7	17	-9
Cc1cccc(N2C(=O)CS/C2=N\NC(=O)c2cccnc2)c1C	-0.3	2	5	-7	-8	0	2	0	-9	-2
Cn1c(=O)c2c(nc(NCc3ccc4c(c3)OCO4)n2Cc2ccccc2F)n(C)c1=O	-0.3	-2	-8	-7	12	12	-4	6	-28	2
COC(=O)c1c(C)oc(C)c1S(=O)(=O)NCc1ccc(Cl)cc1	0.0	-27	7	12	0	-4	2	-3	-7	27
N#Cc1ccccc1S(=O)(=O)N1CCN(CC(=O)Nc2ccnn2C2CCCC2)CC1	0.5	12	-10	-10	13	-3	-1	1	/	-12
COCC1CCN(C(=O)C2CCN(c3nc(-c4ccccc4)nc4c3CCC4)CC2)C1 (stereo unspecified)	-0.9	-32	-9	-6	-6	-1	3	-3	24	32
CC(C)c1ccc(C2c3[nH]c4ccccc4c3C[C@H]3C(=O)N(c4ccccc4C(=O)N4CCC[C@H]4C(=O)O)C(=O)N23)cc1 (stereo partly specified)	-0.3	6	-23	-7	17	/	-4	-8	28	-6
COc1ccccc1OCC(=O)Nc1cc(Cl)ccc1N1CCCCC1	-1.0	-35	-7	1	7	-7	0	-5	-3	35

Screening data from PubChem BioAssay.

An unsorted share of the library; overall some 4.3% were active at least once.
